Source: PubChem BioAssay
CCHFV vOTU inh = blocks the CCHF virus ovarian tumor domain protease | CCHFV vOTU protease, Pep-AMC fluorescence | AID 651958 | 370,000 compounds, 0.55% hits | inhibition, % at 11.5 µM; in the data active = inhibition above about 30%; also: 0% = vehicle wells with enzyme and 100% = no enzyme wells
Vc quorum ag = inducers of Vibrio cholerae quorum light production without autoinducers; V. cholerae BH1578 lux reporter, luminescence, 6 h; activation, % at 18.7 µM; 350,000 compounds, 0.16% hits; in the data active = activation mostly above about 9.7%, no sharp cut-off; also: not every result past the cut was called active; inactives centre near 0; reference of the scale not given here
Y pestis TopoI = inhibitors of Yersinia pestis topoisomerase I; 360,000 compounds, 0.064% hits; Y. pestis Topo-I cleavage product accumulation, plate reader; activity, % at 10 µM; in the data active = activity above about 50%, passing the limit was not always enough; also: inactives centre near 2
3CLpro inhibitor = SARS-CoV 3CLpro protease inhibition; inhibition, % at 6 µM; recombinant SARS-CoV 3CLpro, quenched FRET peptide cleavage; 290,000 compounds, 0.14% hits; AID 1706; in the data active = inhibition above about 12%
MazEF act = MazEF (E. coli) toxin RNase activation; P0AE70; 350,000 compounds, 0.32% hits; AID 504720; FAM/BHQ RNA-DNA oligo cleavage fluorescence, 5 h; activation, % at 20 µM; in the data active = activation above about 50%
Target sequence (P0AE70 whole entry, looked up): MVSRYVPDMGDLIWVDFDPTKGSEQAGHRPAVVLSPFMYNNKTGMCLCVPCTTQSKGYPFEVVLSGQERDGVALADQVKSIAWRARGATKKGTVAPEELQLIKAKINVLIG
SSB-PriA inh = K. pneumoniae PriA-SSBct interaction inhibition | inhibition, % at 33 µM | 430,000 compounds, 0.6% hits | AID 1272365 | AlphaScreen SSBct-PriA binding, biotinylated peptide; in the data active = inhibition mostly above about 37%, no sharp cut-off; inactive = mostly below about 20%;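 also: plate controls were negative control peptide for no effect and reference peptide for full effect; strong numbers were not always called active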
DUSP3 inh = inhibitors of human VHR1 phosphatase (DUSP3); P51452; recombinant VHR phosphatase, pNPP absorbance; 290,000 compounds, 0.52% hits; inhibition, % at 13.3 µM; in the data active = inhibition above about 50%; also: some compounds called inactive have numbers as strong as hits
Target sequence (P51452 whole entry, looked up): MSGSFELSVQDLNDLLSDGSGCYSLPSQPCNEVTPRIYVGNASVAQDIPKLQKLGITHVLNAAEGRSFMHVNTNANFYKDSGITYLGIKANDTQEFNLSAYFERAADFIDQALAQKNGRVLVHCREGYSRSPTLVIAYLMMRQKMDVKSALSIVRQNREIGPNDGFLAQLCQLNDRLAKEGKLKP
Rv3671c protease = inhibits the M. tuberculosis serine protease Rv3671c; AID 2606; 320,000 compounds, 0.048% hits; inhibition, % at 5.96 µM; P9WHR9; in the data active = inhibition above about 38%;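 also: extracellular domain of Rv3671c used as enzyme; 0% = enzyme with DMSO and 100% = no enzyme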
Target sequence (P9WHR9 whole entry, looked up, the tested form may be a part): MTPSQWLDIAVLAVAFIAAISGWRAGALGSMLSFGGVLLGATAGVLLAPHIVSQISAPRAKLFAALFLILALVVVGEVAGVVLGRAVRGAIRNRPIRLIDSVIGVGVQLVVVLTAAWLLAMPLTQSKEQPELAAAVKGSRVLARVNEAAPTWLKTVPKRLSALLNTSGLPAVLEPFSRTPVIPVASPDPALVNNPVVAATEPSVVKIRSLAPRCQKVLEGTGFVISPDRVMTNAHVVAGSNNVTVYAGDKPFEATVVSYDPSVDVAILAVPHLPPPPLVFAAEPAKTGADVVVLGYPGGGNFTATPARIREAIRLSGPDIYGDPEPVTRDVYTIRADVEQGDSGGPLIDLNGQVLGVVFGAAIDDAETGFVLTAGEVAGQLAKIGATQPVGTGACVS
TcdB inh = blocks C. difficile toxin B glycohydrolase activity; TcdB glycohydrolase enzymatic assay, plate reader; inhibition, % at 9.99 µM; 350,000 compounds, 0.24% hits; AID 652162; in the data active = inhibition above about 10%
PrPC surface inh = reduces human prion protein on the cell surface | cell surface PrPC, TR-FRET read-out | inhibition, % at 13.8 µM | 370,000 compounds, 0.43% hits | AID 720596; in the data active = inhibition above about 24%; also: 0% = median of the test wells and 100% = reference compound wells
An asterisk follows results filed as active; i = inactive; . = not tested or not shown.

SMILES,DUSP3 inh,Rv3671c protease,CCHFV vOTU inh,PrPC surface inh,Y pestis TopoI,TcdB inh,SSB-PriA inh,3CLpro inhibitor,Vc quorum ag,MazEF act
O=CC1=C(c2ccccc2)Oc2ccccc2O1,4.1,6.4,-17.9,7.2,2.6,-0.7,-8.8,3.3,-0.3,-1.6
COc1cccc(-c2nc(OC(C)C)c3ccccc3n2)c1,25.5,-0.9,15.1,-5.4,30.3,.,-11.1,-1.7,25.0*,0.8
c1ccc2c(c1)ncn2-c1ccc(-c2ccnc(-c3ccncc3)n2)cc1,39.9,-2.0,-3.5,-3.9,11.9,.,-4.2,-4.4,.,-9.7
CCc1ccc2nc(Nc3ncc(C(C)=O)c(C)n3)nc(C)c2c1,30.1,-9.7,-8.4,10.0,9.2,-0.3,-3.7,2.8,-0.3,-3.5
CCOc1ccc2nc(NC(=O)C(NS(=O)(=O)c3cccs3)C(C)C)sc2c1 (stereo unspecified),5.6,-3.4,.,.,-2.2,0.5,6.2,-3.3,-0.4,-3.1
O=c1ccc2c([nH]1)CCCCCCCCCC2,4.9,-7.6,-11.7,-3.1,2.2,1.4,-8.0,3.3,i,6.7
COC(=O)c1scc(C)c1N1C(=O)c2ccccc2C1=O,-2.5,-6.4,-12.6,1.4,3.4,0.9,-3.5,-7.5,-0.4,10.2
COc1ccc(OC)c(-c2nc(CN(C)C(C)c3ccncn3)c(C)o2)c1 (stereo unspecified),4.0,-9.0,12.5,5.8,6.7,1.2,-12.2,3.3,-0.2,4.3
O=C(CN1CCN(Cc2ccccc2)CC1)c1ccccc1,11.3,3.9,-6.8,-0.9,-2.0,.,4.2,-0.3,-1.0,3.3
O=[N+]([O-])c1cc(-c2ncccn2)c([N+](=O)[O-])s1,-5.6,-7.0,-0.4,-27.4,-3.5,1.7,-12.1,-1.8,i,-2.2
c1ccc(CCCN2CCN(c3ccccc3)CC2)cc1,5.2,1.1,-5.0,6.5,9.7,0.3,0.2,2.6,i,1.1
COC(=O)Cn1c(C(=O)N2CCCC2)cc2c1C[C@H]1CN(C(=O)c3ccccc3)[C@@](Cc3ccc(F)cc3)(C(=O)OC)[C@@H]21,0.9,-1.4,-4.6,-1.9,33.7,1.6,19.3,-4.5,i,0.5
CCO[C@H]1OC(C(=O)Nc2ccccc2)=C[C@@H](c2csc3ccccc23)[C@@H]1CCCO,10.3,-15.3,0.2,13.8,15.5,0.1,-0.1,0.5,i,0.6
COc1ccc(Cl)c(NC(=O)C/C(C)=N/NC(=O)CCc2ccccc2)c1,30.6,-12.2,19.2,7.6,11.8,-2.1,.,-4.4,-0.4,15.2
O=C(COC(=O)COc1ccccc1)Nc1cccc([N+](=O)[O-])c1,2.5,0.2,5.1,-10.3,-0.4,0.0,4.8,-0.8,-0.9,-2.0
CC1CCN(CC(=O)NCc2ccccc2)CC1,-0.5,-1.1,-0.1,6.9,-2.0,.,1.3,-1.2,i,5.0
Cc1ccc(NC(=O)c2cc(S(=O)(=O)N3CCc4ccccc43)cn2C)cc1,17.3,-4.8,4.7,-1.4,19.1,-0.7,-7.7,6.4,-0.2,3.0
O=C(COc1ccc([N+](=O)[O-])cc1)NNC(=O)Nc1ccc([N+](=O)[O-])cc1,-2.5,-6.1,5.6,-9.2,-9.4,-0.5,2.5,2.3,-0.6,-22.7
CCOc1ccc(Cl)cc1CNc1nnnn1CC,11.4,1.0,-7.9,-1.1,-0.1,1.9,-12.9,0.2,0.9,-11.3
CC(C)C(C)NC(=O)COc1nc2ccccc2nc1N(C)C1CCCCC1 (stereo unspecified),-5.1,3.7,10.8,6.5,7.2,-0.4,-9.6,-1.0,-3.8,0.5
CCCC[C@@H]1CN=C(N)N1CCCC,.,-6.9,-9.1,3.8,-1.6,1.0,-0.7,.,-0.8,4.5
Cc1ccc(C(=O)COc2cc(O)c3c(=O)cc(-c4ccccc4)oc3c2)cc1,20.0,7.2,-9.6,-4.1,-7.7,2.2,-8.9,3.1,i,-11.9
COC(=O)c1cccc(C23CC4(C2)[C@H](CN(Cc2ccc(-c5ccccc5)cc2)[C@@H]4c2ccccc2)C3c2ccc(C(F)(F)F)cc2)c1 (stereo partly specified),26.3,-14.7,19.5,7.2,.,.,13.4,.,.,-42.8
COc1ccc(CNC(=O)c2ccccc2NC(=O)C2=C(C)OCCS2)cc1,.,.,-9.9,-7.0,9.0,-0.5,.,.,i,5.6
O=C(O)CCC(=O)Nc1cccc(-c2nc3ccccc3o2)c1,3.6,.,10.1,2.9,-1.4,0.0,-3.4,3.9,i,-10.8
COc1ccc(-c2cc(=O)c3c(O)c(OC)c(OC)c(OC)c3o2)cc1,.,.,-10.5,9.4,1.7,3.0,-4.1,.,i,11.1
CCCn1nc(NS(=O)(=O)c2cccc3nonc23)c2cc3cc(C)ccc3nc21,3.7,4.2,14.0,3.2,-5.3,-0.1,1.9,8.4,-0.4,1.9
CC(=O)Nc1ccc(N2C(=O)CSC2c2ccccc2[N+](=O)[O-])cc1 (stereo unspecified),2.7,-0.7,-14.4,-7.0,14.2,-0.4,-6.0,-1.6,-0.6,-1.0
CC12CCC3C(=CCc4cc(O)ccc43)C1CC(=NO)C2O (stereo unspecified),.,.,-16.0,-0.4,0.7,13.0*,-1.5,.,.,1.1
[N-]=C=C1C(=O)NC(=O)C([n+]2ccc(-c3ccncc3)cc2)C1c1ccccc1C(F)(F)F (stereo unspecified),8.4,-5.5,-58.0,-19.7,-12.4,1.3,-6.6,3.8,i,-2.1
CSCCC(=O)Nc1ccc(C(C)=O)cc1,22.3,-8.9,2.8,8.1,1.9,-0.8,-3.0,2.3,i,1.6
O=C(CSc1nc(=O)n(CCN2CCOCC2)c2c1CCCC2)Nc1ccccc1Cl,.,.,1.6,4.5,8.6,1.9,.,.,-0.5,4.0
O=C(CCN1C(=O)/C(=C\c2cccs2)SC1=S)Nc1ccccn1,18.1,-9.4,-0.9,-5.8,2.0,-0.1,2.2,-1.0,1.5,-2.2
O=C(C1CC1)N1CCC(c2nc(-c3ccc(S(=O)(=O)NCC4CCCO4)cc3)no2)CC1 (stereo unspecified),11.9,3.0,-6.8,15.6,2.1,1.4,-2.6,4.1,i,-0.1
COc1ccc(S(=O)(=O)N2CCC(N3CCCCC3)CC2)cc1,9.5,9.2,0.8,11.6,-4.1,.,4.7,-3.5,-0.3,6.6
S=C(NC1CCCCC1)N1CCn2cccc2C1c1ccncc1 (stereo unspecified),14.1,0.8,-11.9,2.3,9.8,1.0,-1.9,1.8,-0.3,-2.0
CCCN(CCC)C(=S)Nc1cc(C(=O)OC)ccc1C(=O)OC,0.1,1.0,-18.7,-2.7,6.1,.,-20.8,-5.3,i,-3.9
Cc1ccc2cc3c(=O)n(C)cc(C=O)c3nc2c1,.,.,1.4,0.5,4.5,0.5,-10.8,.,-2.1,-3.8
O=C(NCc1cccnc1)c1cc(C2CCCCN2S(=O)(=O)c2ccccc2)on1 (stereo unspecified),.,.,-8.1,-3.3,7.7,1.0,.,.,-4.5,.
COc1ccccc1C(=O)NC(=O)COC(=O)c1ncc(Cl)c(Cl)c1Cl,.,-9.9,-2.1,5.3,-0.7,0.2,-22.4,.,0.8,-10.4
CC(=O)Nc1ccc(S(=O)(=O)NNC(=O)C(=O)NNc2ccccn2)cc1,13.3,9.8,5.9,5.6,-6.0,-1.7,-3.0,-1.7,i,-8.8
COC(=O)/C(=N/Nc1ccccc1C)N1CCCc2ccccc21,8.4,1.9,2.1,8.7,-6.8,.,.,0.9,-0.4,-5.8
CC(C)c1ccc(Nc2ncc3c(n2)CCN(C(=O)Nc2ccc(F)c(Cl)c2)C3)cc1,.,.,18.4,-7.6,-4.9,0.5,.,.,i,.
O=C(CCCN1C(=O)c2cccc3cccc(c23)C1=O)N1CCN(c2ncccn2)CC1,28.8,-8.2,-1.3,-0.3,7.9,0.5,10.4,1.9,-0.3,0.4
Nn1c(SCC(=O)N2CCCc3ccccc32)nnc1-c1ccc(Cl)cc1,4.5,-0.6,3.0,0.2,16.5,.,-12.3,-0.2,i,5.0
CCOC(=O)c1ccc(NS(=O)(=O)c2ccc3c(c2)NC(=O)CCS3)cc1,8.0,-13.2,-4.5,-1.4,0.4,1.6,-3.1,-1.9,-0.4,0.4
NC(=O)C(Cc1ccccc1)NS(=O)(=O)c1ccc(N2CCCC2=O)cc1 (stereo unspecified),3.5,2.1,-4.4,-1.0,4.1,-1.8,-18.6,0.4,i,0.8
COc1ccc([C@H]2CC(=O)C=C(c3ccc(OC(F)(F)F)cc3)C2)cc1,.,-7.8,9.4,-5.7,15.2,-0.8,-29.8,.,i,-5.3
Nc1ccc(C(=O)N/N=C2/CN3CCC2CC3)cc1,22.3,-4.5,9.8,4.0,-0.8,2.8,.,-4.2,-0.8,7.5
CC(C)C(=O)Nc1cccc(C(=O)N2CCCCC2C)c1 (stereo unspecified),-5.8,-3.4,-1.5,-4.2,-6.4,.,-12.4,0.9,i,-1.8

Laid out differently: results already given
Values run as follows: DUSP3 inh, Rv3671c protease, CCHFV vOTU inh, PrPC surface inh, Y pestis TopoI, TcdB inh, SSB-PriA inh, 3CLpro inhibitor, Vc quorum ag, MazEF act
CC12CCC3C(=CCc4cc(O)ccc43)C1CC(=NO)C2O (stereo unspecified)
 : ., ., -16.0, -0.4, 0.7, 13.0*, -1.5, ., ., 1.1
[N-]=C=C1C(=O)NC(=O)C([n+]2ccc(-c3ccncc3)cc2)C1c1ccccc1C(F)(F)F (stereo unspecified)
 : 8.4, -5.5, -58.0, -19.7, -12.4, 1.3, -6.6, 3.8, i, -2.1
CSCCC(=O)Nc1ccc(C(C)=O)cc1
 : 22.3, -8.9, 2.8, 8.1, 1.9, -0.8, -3.0, 2.3, i, 1.6

Additional compounds.
SMILES,DUSP3 inh,Rv3671c protease,CCHFV vOTU inh,PrPC surface inh,Y pestis TopoI,TcdB inh,SSB-PriA inh,3CLpro inhibitor,Vc quorum ag,MazEF act
Oc1cccc2ccc(/C=C/c3c(F)cccc3Cl)nc12,13.0,5.5,5.4,-20.4,6.5,-0.1,-20.2,-2.4,-1.8,2.8
O=C(CNC(=O)c1cccc(F)c1)N/N=C/c1cccc([N+](=O)[O-])c1,-2.9,-6.2,7.1,-18.1,-1.9,1.4,.,-2.6,-1.9,-0.4
COc1ccccc1C(=O)C1CCCN(C(=O)C2CCCC2)C1 (stereo unspecified),29.6,1.5,-6.0,0.1,-4.4,1.3,1.2,-0.2,i,6.5
CC(/C=N/Nc1nc2ccccc2[nH]1)=C\c1ccccc1,16.5,7.1,-7.4,-0.9,-15.4,-0.5,.,2.2,-0.3,14.8
COc1ccc(CCNS(=O)(=O)c2cccc([N+](=O)[O-])c2)cc1OC,1.0,-2.8,-8.5,-16.6,7.1,-0.5,-13.0,4.1,i,1.8
COc1cccc(-c2nc(CS(=O)(=O)CC(=O)NCc3ccc4c(c3)OCO4)c(C)o2)c1,9.1,-10.3,2.5,-4.5,33.8,0.1,-1.6,-0.9,-0.4,-0.7
O=c1c(O)c(-c2ccccc2)oc2cc(O)cc(O)c12,.,-17.0,6.5,-2.0,-9.1,-0.1,3.2,.,-0.3,7.1
CC(C)Nc1nnc(SCC(=O)Nc2ccc3c(c2)C(=O)c2ccccc2C3=O)s1,11.0,-6.0,-5.3,-19.6,-2.6,.,25.8,1.4,i,-7.1
COc1ccc(C)cc1NC(=O)CCNC(=O)Cn1cnc2ccccc2c1=O,20.4,-1.1,9.5,6.9,-13.2,-1.1,-2.9,-0.4,-0.1,2.4
O=C(COC(=O)/C=C/c1cccs1)Nc1nc(-c2ccccc2)cs1,-8.5,3.2,8.1,6.1,18.7,0.1,0.8,5.2,-0.2,-7.6
COc1cc(NC(=O)COc2cc(O)c3c(c2)OC(C)(C)CC3=O)cc(OC)c1,20.5,-0.3,4.4,4.9,-1.8,0.0,-10.7,5.0,0.4,-1.6
Nc1nnc(C(c2ccccc2)c2ccccc2)s1,23.7,-2.2,6.7,-5.5,2.0,.,-4.5,-8.5,i,1.8

Not all compounds are listed; rates above refer to the full screens.
